ARFGAP1 inh: inhibits rat ARF GTPase activating protein 1 | AID 651572 | Arfgap1-stimulated ARF1 GTP hydrolysis, GDP FP detection | Q62848 | inhibition, % at 16.5 µM | 360,000 compounds, 0.26% hits;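 active = inhibition above a per-plate limit, mean inhibition of low control wells plus 3 SD, cut at about 25% in these data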;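 note: 0% = DMSO wells with enzyme and 100% = wells lacking Arfgap1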
Target sequence (Q62848 1-136 limits assumed): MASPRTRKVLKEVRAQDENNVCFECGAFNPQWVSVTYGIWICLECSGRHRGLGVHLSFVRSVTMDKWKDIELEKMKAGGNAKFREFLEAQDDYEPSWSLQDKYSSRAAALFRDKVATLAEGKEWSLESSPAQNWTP
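Assay system: purified rat His6-Arfgap1 residues 1-136 (GAP domain); Reagent: human Δ17 ARF1 bound to GTP; Dosing: 16.5 µM single point, 1.26% DMSO; Times: GTP hydrolysis reaction 2 h at 25 °C; Signal: FP, GDP Alexa 633 tracer displaced from anti-GDP antibody, 620/688 nm; Measure: % inhibition from polarization.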
Tn7 DDE FP: inhibitors of Tn7 peptide binding to human fibrin DD(E); inhibition, % at 8.3 µM; FP displacement of FITC-Tn7 peptide from fibrin DD(E); 0% = median of compound wells per plate; P02675; AID 720508; 370,000 compounds, 0.13% hits;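 active = inhibition above the mean of compounds falling within the control limits plus 3 SD of them, cut at about 14% in these data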;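 note: 0% = plate median of compound wells and 100% = 10 µM Aha-Tn7 peptide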
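Assay system: Human fibrin DD(E) protein | Medium: Tris buffer with calcium and detergent, pH 7.8 | Reagent: 0.1 µM fluorescent Tn7 | Compound dosing: Single point at 8.3 µM | Times: 10 min preincubation, 3 h with tracer, room temperature | Detection: Fluorescence polarization of the labelled Tn7 tracer | Controls: Aha-Tn7 high control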
ASAP1 GAP inh: inhibitors of human ASAP1 ArfGAP activity. Q9ULH1. ASAP1-stimulated ARF1 GTP hydrolysis, GDP FP detection. inhibition, % at 16.5 µM. 360,000 compounds, 0.19% hits; in the data active = inhibition above about 25%;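 note: 0% = vehicle with enzyme and substrate and 100% = no enzyme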
Target sequence (Q9ULH1 325-724 limits assumed): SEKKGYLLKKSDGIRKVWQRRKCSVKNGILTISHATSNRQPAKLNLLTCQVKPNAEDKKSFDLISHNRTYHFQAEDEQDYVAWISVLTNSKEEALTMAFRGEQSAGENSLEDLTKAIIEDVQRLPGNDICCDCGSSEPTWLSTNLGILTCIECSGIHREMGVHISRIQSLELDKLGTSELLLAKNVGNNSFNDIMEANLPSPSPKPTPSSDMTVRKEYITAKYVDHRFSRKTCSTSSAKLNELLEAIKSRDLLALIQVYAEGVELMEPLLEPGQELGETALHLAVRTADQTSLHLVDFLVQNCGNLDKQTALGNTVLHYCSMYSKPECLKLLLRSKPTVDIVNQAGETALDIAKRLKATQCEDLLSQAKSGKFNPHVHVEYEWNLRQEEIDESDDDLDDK
KLK7 zymogen act: activates the human kallikrein-7 zymogen | P49862 | purified proKLK7, EDANS-DABCYL substrate fluorescence; 100% is mature enzyme control, 0% vehicle | activation, % at 7 µM | 370,000 compounds, 0.9% hits | AID 652039;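 active = activation above the mean of all tested compounds plus 3 SD, computed per campaign excluding outliers beyond control limits, cut at about 13% in these data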
Target sequence (P49862 whole entry, looked up): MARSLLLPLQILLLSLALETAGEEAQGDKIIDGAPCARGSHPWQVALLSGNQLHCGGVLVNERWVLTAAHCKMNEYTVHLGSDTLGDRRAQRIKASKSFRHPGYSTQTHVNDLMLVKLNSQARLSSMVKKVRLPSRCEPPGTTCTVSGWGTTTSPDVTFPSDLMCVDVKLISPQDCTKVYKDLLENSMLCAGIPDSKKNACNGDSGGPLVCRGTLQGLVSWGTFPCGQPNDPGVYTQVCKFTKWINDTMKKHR
PLCb3 inh: PLC-beta3 (human) inhibition, primary screen | Q01970 | Purified PLC-beta3, fluorogenic substrate, fluorescence | inhibition, % at 12.2 µM | 370,000 compounds, 0.18% hits; in the data active = inhibition above about 11%;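 note: 0% = median of compound wells on plate and 100% = full blocker control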
HGIII-sPLA2 inh: Blocks human group III sPLA2 activity; Q9NZ20; QFRET BODIPY PC-A2 liposome hydrolysis, fluorescence; inhibition, % at 12.2 µM; 370,000 compounds, 0.56% hits; AID 743126;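 active = inhibition above mean plus 3 SD of compounds lying within the high and low control bounds, cut at about 19% in these data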;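 note: 0% = median of test compound wells and 100% = no enzyme DMSO wells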
UHRF1 binding: UHRF1 methyl-DNA binding inhibition; Q96T88; UHRF1 binding to methylated oligo, TR-FRET; inhibition, % at 4.4 µM; 370,000 compounds, 0.75% hits; AID 687016; in the data active = inhibition above about 21%;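 note: UHRF1 SRA domain binding a hemimethylated CpG hairpin DNA probe; 0% = median of test compound wells and 100% = reference inhibitor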
PLCg1 inh: PLC-gamma1 (human) inhibition, primary screen; 370,000 compounds, 0.84% hits; purified PLC-gamma1, fluorogenic substrate, fluorescence; AID 720700; inhibition, % at 12.2 µM; in the data active = inhibition above about 9.5%
DDE Tn6 FP inh: disrupts Tn6 cyclic peptide binding to fibrin D-Dimer-E complex; 370,000 compounds, 0.21% hits; inhibition, % at 8.3 µM; P02675; AID 720509; Fibrin DD(E) TRITC-Tn6 fluorescence polarization displacement;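 active = inhibition above a per-campaign cutoff: mean of compounds within control limits plus 3 SD, cut at about 15% in these data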;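 note: 0% = median of all compound wells on the plate and 100% = blocking peptide control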
Rev-erbA mod: modulates human Rev-erb alpha binding to DNA; activity, % at 10 µM; AID 1259318; P20393; Rev-erbα–FITC-DNA binding, fluorescence polarization, 90 min; 370,000 compounds, 0.79% hits;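 active = activity above about 14%, limit read from the data; passing the limit was not always enough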;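 note: 0% = DMSO wells with 35 nM protein and 100% = DMSO wells with 750 nM protein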
Active calls of the source: *; . = no result given. Outcome played no part in choosing rows; 4.5% or so of the library scored in one or more.

SMILES	ARFGAP1 inh	Tn7 DDE FP	ASAP1 GAP inh	KLK7 zymogen act	PLCb3 inh	HGIII-sPLA2 inh	UHRF1 binding	PLCg1 inh	DDE Tn6 FP inh	Rev-erbA mod
O=C(O)C1CC(=O)N(c2ccc(OCc3ccccc3Cl)cc2)C1 (stereo not given)	17	0	2	-0.5	1	0	2	3	2	2
O=C(O)CC/C(=C\c1ccc2c(c1)OCO2)c1nc2ccccc2s1	0	-5	3	-0.3	-86	-11	-2	-53	2	4
Cc1nc2scc(C)n2c(=O)c1S(=O)(=O)NCc1ccc(F)cc1	1	7	5	0.3	-16	3	-3	-4	7	1
Cc1cc(C)nc(NC(=O)/C=C/c2ccccc2Cl)n1	-4	0	-5	0.1	5	8	-2	3	-2	-1
CCOc1ccc(CCN2C(=S)N([C@@H](Cc3ccccc3)CN3CCC[C@@H]3CN3C(=S)NC[C@@H]3CC(C)C)C[C@@H]2Cc2ccccc2)cc1	8	4	-15	-0.3	-5	-3	-1	7	-1	8
CC1CC(=O)Nc2ccccc2N1C(=O)COc1ccccc1C(N)=O (stereo not given)	-7	1	-5	0.5	-1	18	-1	1	1	0
O=C1CCC(C(=O)OCC(=O)c2ccccc2)N1 (stereo not given)	10	4	0	0.1	1	3	4	1	-3	-1
CC(=O)NCCC(=O)N(C)CC1CCN(CCc2cccc(C(F)(F)F)c2)CC1	-15	13	8	0.0	-5	-1	-2	-2	4	-5
COc1ccc(CCNC(=O)CSc2nnc(CNc3ccc(Cl)cc3)o2)cc1OC	14	7	-6	-0.5	1	-6	-1	1	7	5
Cc1ccc(CC2C(=O)N(c3ccc(C)cc3)C(=O)C2C)cc1 (stereo not given)	-10	6	3	-1.0	0	-9	1	1	-4	3
CCCCOC(=O)c1ccc(NC(=S)NC(=O)c2c(Cl)cnn2C)cc1	19	3	2	-0.1	1	3	1	4	0	5
CCN1CCN(c2cc(C)nc(-c3ccccc3O)n2)CC1	6	1	-6	0.8	-63	5	-3	-41	0	9
COC1=NC2=NCCN2C(OC)=N1	21	-3	8	-0.1	5	0	3	4	0	-6
Cc1n[nH]c(=S)c2nn(-c3ccccc3F)c(C)c12	-10	3	-7	-0.1	3	6	10	2	0	4
CC1CN(C(=O)COC(=O)c2ccc(N)c([N+](=O)[O-])c2)CC(C)O1 (stereo not given)	2	-3	8	0.6	3	2	-4	1	-5	0

Exported with bars between the fields: two of the compounds above
canonical_smiles | ARFGAP1 inh | Tn7 DDE FP | ASAP1 GAP inh | KLK7 zymogen act | PLCb3 inh | HGIII-sPLA2 inh | UHRF1 binding | PLCg1 inh | DDE Tn6 FP inh | Rev-erbA mod
CC(=O)NCCC(=O)N(C)CC1CCN(CCc2cccc(C(F)(F)F)c2)CC1 | -15 | 13 | 8 | 0.0 | -5 | -1 | -2 | -2 | 4 | -5
COc1ccc(CCNC(=O)CSc2nnc(CNc3ccc(Cl)cc3)o2)cc1OC | 14 | 7 | -6 | -0.5 | 1 | -6 | -1 | 1 | 7 | 5

(listing goes on)
SMILES	ARFGAP1 inh	Tn7 DDE FP	ASAP1 GAP inh	KLK7 zymogen act	PLCb3 inh	HGIII-sPLA2 inh	UHRF1 binding	PLCg1 inh	DDE Tn6 FP inh	Rev-erbA mod
OCC1(Cc2ccccc2)CCN(Cc2cnc(-c3cccc4ccccc34)nc2)CC1	8	-4	-8	-0.2	-11	-11	0	-6	-1	3
COc1ccc2cc(C(C)C(=O)N3CCC(C)CC3)ccc2c1 (stereo not given)	-2	2	8	-0.1	-14	0	1	-2	3	5
CCCSc1nc(N)nc2c1ncn2C1OC(CO)C(O)C1O (stereo not given)	-2	1	5	0.0	-1	14	3	0	1	-2
CCOC(=O)c1ccc(NC(=O)c2nc(S(=O)(=O)Cc3ccccc3)ncc2Cl)cc1	13	-1	-5	0.4	-7	-4	-3	0	5	2
Cc1cccc(NC(=O)[C@@H](NC(=O)[C@@H]2Cc3ccccc3CN2)C(C)C)c1	-1	-5	-1	-0.4	3	1	2	-1	1	0
O=C(O)c1c2c(nc3ccc(S(=O)(=O)N4CCC(C(=O)NCc5ccccc5)CC4)cc13)CCCC2	6	4	-13	-0.5	-17	1	0	-16	10	1
C=C1CCN(c2ccc(C(=O)NCCC)cc2[N+](=O)[O-])CC1	-5	6	-11	-0.4	0	2	-8	3	-9	6
CCCC(C)NC(=O)c1ccc2[nH]c3c(c2c1)CC(C)CC3 (stereo not given)	-3	-4	-11	8.8	-43	-17	1	-36	-2	-3
CCN(C(=S)Nc1cc(S(=O)(=O)N2CCOCC2)ccc1Cl)c1cccc2ccccc12	-5	5	-4	-62	-64	-2	-9	-48	9	11
CC(=O)c1ccc(NC(=O)C2=CC(c3ccc4c(c3)OCO4)=NS(=O)(=O)N2C)cc1	-3	2	6	-0.1	-54	-15	2	-30	-6	-2
O=C(O)C1CCCN(S(=O)(=O)c2ccc(Cl)s2)C1 (stereo not given)	-5	3	4	-0.6	5	3	-1	2	0	-6
Cc1ccc(CN(C)C(=O)CCc2nc3sc4c(c3c(=O)[nH]2)CCCC4)o1	-1	3	-4	-1.4	-37	0	2	-22	-6	-4
O=C(OCc1nc2ccccc2c(=O)[nH]1)c1cccs1	-10	-1	4	-0.6	0	5	-2	-2	-1	.
Cc1ccc(CNC(=O)COc2cccc3c2OC(C)(C)C3)cc1	15	-6	-2	0.5	-2	2	1	1	4	-3
CC1(C)Oc2ccc3ccc(=O)oc3c2CC1O (stereo not given)	-10	2	-13	4.3	-67	14	1	-60	7	7
O=C(NCc1cccnc1)c1ccc2c(=O)n(CCCN3CCCC3=O)c(=S)[nH]c2c1	16	0	9	-0.2	-1	6	1	-1	4	0
CC(=O)Nc1ccc(-c2cc(-c3ccccc3)nc(-c3ccccc3)n2)cc1	-3	-3	-8	-1.6	-3	15	3	-1	-4	13
CC(O)c1c(-c2ccccc2)nn(C)c1Cl (stereo not given)	-10	4	-2	-0.1	-2	2	-2	0	10	1
CCC(=NC(CC)CO)C1=C(O)CC(C)(C)CC1=O (stereo not given)	9	2	-2	0.1	2	7	9	0	-5	2
COc1ccc2[nH]c3c(c2c1)CCN[C@]31C(=O)N(Cc2cn(Cc3ccccc3)nn2)c2ccccc21	.	-3	.	-1.1	1	1	16	8	-9	-14
COc1ccc(COC(=O)C2=C(C)NC(=O)NC2c2ccccc2F)cc1 (stereo not given)	14	-2	11	-0.2	-3	-2	1	-9	11	5
N#CC1=C(N)NC(SCc2ccc(F)cc2)=C(C#N)C12CCCCC2	13	2	12	0.1	-5	2	3	1	5	-4
C=CC(C)N1C(=O)S/C(=C\c2ccc(N3CCOCC3)cc2C)C1=O (stereo not given)	0	8	1	-0.1	-15	14	3	-6	3	4
CC1(C(=O)NS(=O)(=O)Cc2ccccc2C(F)(F)F)CCN1C(=O)Cc1cccs1 (stereo not given)	-1	6	-4	0.0	2	-3	-1	-3	14	-7
O=C(CN1C(=O)c2ccccc2S1(=O)=O)Nc1ccc(S(=O)(=O)Nc2ncccn2)cc1	1	7	-2	0.1	5	3	1	-3	-3	1
COc1cc(/C=N/NC(=O)c2ccccc2O)ccc1OC(=O)CC1SC(=O)NC1=O (stereo not given)	8	3	13	0.2	-43	2	1	-22	-11	-6
Cc1noc(C)c1COC(=O)c1cccc(N(C)C)c1	5	-6	2	-0.6	-27	4	1	-24	-1	0
COc1ccc(NC(=O)CCCCC#Cc2ccccc2)cc1	-2	6	13	0.1	1	-13	4	3	6	7
S=c1[nH]nc(-c2n[nH]c3c2CCC3)n1N=Cc1ccc(Br)s1	.	4	.	0.5	-2	-10	-3	-4	-2	-6
Cc1cccc(NC(=S)NC2CC3CCCC(C2)N3Cc2cccs2)c1C (stereo not given)	2	-9	-6	0.1	-1	8	4	1	-7	-3
COc1cccc(NC(=O)CSCc2cc(=O)n3nc(C4CC4)sc3n2)c1	7	-14	-11	-0.2	-1	0	0	2	2	-2
Cc1cccc(-n2c(N)cc(=O)nc2SCC(=O)Nc2nnc(C)s2)c1	0	-3	6	-0.8	-2	2	3	-1	3	-1
O=C(CC1CC2CCC1C2)N1CCN(S(=O)(=O)c2ccccc2[N+](=O)[O-])CC1 (stereo not given)	12	-4	-12	0.1	-1	-7	-1	1	-4	-6
CC(C)(O)C(=O)N=Nc1c(O)[nH]c2ccccc12	9	10	1	-0.1	0	7	0	4	3	2
Cn1c(=O)c(=O)n(C)c2cc(S(=O)(=O)N3CCN(CCO)CC3)ccc21	.	-5	.	-0.6	-8	1	0	-6	-3	-7
Cc1cc(NC(=O)Nc2cc(F)ccc2F)no1	0	-2	0	-0.3	-4	-4	-3	1	7	1
Cc1ccc(C(c2nnnn2CCc2ccccc2)N2CCC(C)CC2)cc1 (stereo not given)	-1	-1	-8	0.6	1	-9	0	4	2	1
CCCCN1C(=O)C(=O)N(CC(=O)Nc2ccccc2C(C)=O)C1=O	-22	6	14	1.2	-11	5	-4	-8	-1	-4
CCC[C@H]1[C@@H](NS(=O)(=O)c2ccccc2[N+](=O)[O-])CC[C@@]23CCCN2C(=O)CCC[C@@H]13	.	-2	.	.	2	-8	-1	1	-3	2
CCOc1ccc(-c2nnn(CCC#N)n2)cc1OC	-1	3	-2	0.2	4	3	-1	2	1	-1
CCN(C(=O)c1cc(OC)c(OC)c(OC)c1)C1CCCCC1	0	-5	3	0.1	3	3	3	6	-3	1
CC1CCCCC1NC(=O)C1CCN(S(=O)(=O)c2cccc3nonc23)CC1 (stereo not given)	11	3	5	-0.4	-1	2	2	2	1	-2
CC1=NN(C(N)=S)C(=O)C1N=Nc1c(Br)cc(Br)cc1Br (stereo not given)	0	2	5	-0.5	-9	0	-19	-1	-8	-3
COc1cc(/C=N/NC(=O)c2nc(-c3ccccc3)n(-c3ccccc3)n2)ccc1O	0	-2	-1	0.7	-24	-7	8	-22	1	-9
CCCC/C=C1/[C@@H](c2ccc(Cl)cc2)N(Cc2ccc3c(c2)OCO3)C2=N[C@@H](c3ccccc3)CC(=O)N21	.	-2	.	-0.1	2	0	-1	-3	-4	7
COc1ccccc1OCCC(=O)OCC(=O)Nc1ccc(Br)cc1	17	-1	-15	-0.2	4	-2	-3	1	1	-2
Nc1nncn1C(=O)c1cccs1	-1	4	7	-0.2	3	-2	-2	2	-7	0
Cc1ccc(NC(=O)CSc2nc(N)cc(=O)[nH]2)cc1S(=O)(=O)N1CCCCC1	3	-3	2	0.5	6	-13	2	4	-1	-5
CCc1ccc(CNC(=O)C2CCCN(c3nc4ccccc4o3)C2)cc1 (stereo not given)	-15	5	-1	0.1	-1	-6	-1	-2	-4	2
CCN(CC)S(=O)(=O)c1cccc(C(=O)N[C@@H](C)c2nc3ccccc3[nH]2)c1	-5	0	3	0.6	-4	-2	-1	4	8	-2
CCOC(=O)c1c(C)nc2c(c1-c1cc(OC)ccc1OC)C(=O)c1ccccc1-2	-9	-1	10	0.0	2	1	0	1	10	-1
